Tau FP inhib: blocks human tau fibril formation measured by polarization; P10636; K18 P301L tau heparin fibrillization, Alexa594 FP, 6 h; Potency, µM (doses to about 57.7 µM), for inactives: at the highest dose activity, negative = inhibition, usual class: inhibitors; 280,000 tested, 0.39% active; AID 1468; note: % is set by controls: 0 for no effect and ±100 for the full control effect; nearly all actives have a fitted effect of over 55% in size
Target sequence (P10636 561-689 P618L limits assumed): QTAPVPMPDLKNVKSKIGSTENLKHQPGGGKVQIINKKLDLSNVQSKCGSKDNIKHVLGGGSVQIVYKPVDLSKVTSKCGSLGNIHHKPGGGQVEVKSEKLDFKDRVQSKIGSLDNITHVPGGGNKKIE
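Human K18 P301L fragment (15 uM unlabeled plus 0.24 uM Alexa 594-labeled) in 100 mM sodium acetate pH 7 with compound, aggregation induced by 20 uM heparin for 6 hr at 37 C. ThT (30 uM) added for 1 hr, then Alexa 594 FP read.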
TR SRC2 fluor cs: Texas Red fluorescence interference in TRb-SRC2 counter-screen; Potency, µM (titrated, usually from 106 µM), for inactives: top-dose fluorescence change, negative = quenching; AID 1479; TRb/SRC2 Texas Red total fluorescence interference; 280,000 tested, 0.29% active; active = well fitted curve in either direction with a large enough effect; inconclusive = small, poorly fitted or top-dose-only effect; note: % is set by controls: 0 for no effect and ±100 for the full control effect
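Human TRb ligand-binding domain at 0.6 uM with 20 nM Texas Red SRC2 peptide in Tris buffer containing 1 uM T3 and 5% DMSO, incubated with compound 5 h at ambient temperature. Total fluorescence (555/632 nm) calculated as parallel + 2 × perpendicular.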
Tau fibril ThT: blocks human tau fibril formation measured by thioflavin T | P10636 | recombinant tau K18 P301L, heparin-induced fibrillization, ThT fluorescence | 270,000 tested, 2.1% active | Potency, µM (titrated, usually from 57.4 µM), inactives show at the highest dose activity, negative = inhibition, actives largely listed as inhibitors; note: % is set by controls: 0 for no effect and ±100 for the full control effect; nearly all actives have a fitted effect of over 55% in size
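Tau K18 P301L fragment (15 uM unlabeled plus 0.24 uM Alexa 594-labeled) in 100 mM sodium acetate pH 7 with compound, fibrillization induced by 20 uM heparin for 6 hr at 37 C. Thioflavin T (30 uM) added, fluorescence read after 1 hr (ex 450, em 510 nm).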
Tau fluor cs: counter-screen for tau fibril formation inhibitors | AID 1463 | Potency, µM (series often up to 57.7 µM), inactives show at the highest dose activity change, negative = decrease | tau K18 P301L Alexa594 fluorescence, heparin fibrillization | 280,000 tested, 0.93% active; note: % is set by controls: 0 for no effect and ±100 for the full control effect; nearly all actives have a fitted effect of over 55% in size
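Human tau K18 P301L (15 uM unlabeled, 0.24 uM Alexa 594-labeled) in 100 mM sodium acetate pH 7 with 20 uM heparin, 6 hr at 37 C. ThT 30 uM added, 1 hr ambient; Alexa 594 FP and total fluorescence read at 555/632 nm.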
TRb-SRC2 inh: TRbeta-SRC2 interaction inhibition; TRbeta-SRC2 peptide binding, fluorescence polarization; receptor liganded with 1 µM T3; 280,000 tested, 0.065% active; P10828; Potency, µM (top dose mostly 106 µM), without a hit: at the top dose activity change, negative = inhibition, most hits filed as inhibitors; AID 1469;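 note: plate controls were bound peptide for no effect and peptide without receptor for full effect; nearly all actives have a fitted effect of over 50% in size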
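Human TRb LBD (0.6 uM) plus Texas Red-labeled SRC2 peptide (20 nM), 1uM T3, 5% DMSO, 5 hr at ambient temperature. Decreased polarization (555/632 nm) flags inhibition; data normalized to free and bound peptide controls.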
RECQ1 helicase: inhibitors of human RECQ1 DNA helicase; RECQ1 DNA unwinding, red fluorescence kinetic read; Potency, µM (titrated, usually from 57.3 µM), for the others: top-dose activity, negative = inhibition, hits mostly inhibitors; 240,000 tested, 0.54% active; AID 2549;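 note: plate controls were vehicle for no effect and no enzyme for full effect; nearly all actives have a fitted effect of over 30% in size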
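50 nM RECQ1T1 preincubated 15 min with compound in Tris pH 8.0 buffer with MgCl2, DTT, Tween-20 and 2.5 ug/ml poly(dI-dC); started with 200 nM TAMRA/BHQ-2 forked duplex and 2 mM ATP. Unwinding read as fluorescence (525/598 nm), two reads 2 h apart.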
L3MBTL1 inh: inhibitors of human L3MBTL1 | Q9Y468 | AlphaScreen L3MBTL1–H3K9me1 peptide binding | Potency, µM (doses to about 57.1 µM), inactives show top-dose activity, negative = inhibition, actives largely listed as inhibitors | 230,000 tested, 0.66% active | AID 485360; note: % is set by controls: 0 for no effect and ±100 for the full control effect; nearly all actives have a fitted effect of over 60% in size
Target sequence (Q9Y468 whole entry, looked up): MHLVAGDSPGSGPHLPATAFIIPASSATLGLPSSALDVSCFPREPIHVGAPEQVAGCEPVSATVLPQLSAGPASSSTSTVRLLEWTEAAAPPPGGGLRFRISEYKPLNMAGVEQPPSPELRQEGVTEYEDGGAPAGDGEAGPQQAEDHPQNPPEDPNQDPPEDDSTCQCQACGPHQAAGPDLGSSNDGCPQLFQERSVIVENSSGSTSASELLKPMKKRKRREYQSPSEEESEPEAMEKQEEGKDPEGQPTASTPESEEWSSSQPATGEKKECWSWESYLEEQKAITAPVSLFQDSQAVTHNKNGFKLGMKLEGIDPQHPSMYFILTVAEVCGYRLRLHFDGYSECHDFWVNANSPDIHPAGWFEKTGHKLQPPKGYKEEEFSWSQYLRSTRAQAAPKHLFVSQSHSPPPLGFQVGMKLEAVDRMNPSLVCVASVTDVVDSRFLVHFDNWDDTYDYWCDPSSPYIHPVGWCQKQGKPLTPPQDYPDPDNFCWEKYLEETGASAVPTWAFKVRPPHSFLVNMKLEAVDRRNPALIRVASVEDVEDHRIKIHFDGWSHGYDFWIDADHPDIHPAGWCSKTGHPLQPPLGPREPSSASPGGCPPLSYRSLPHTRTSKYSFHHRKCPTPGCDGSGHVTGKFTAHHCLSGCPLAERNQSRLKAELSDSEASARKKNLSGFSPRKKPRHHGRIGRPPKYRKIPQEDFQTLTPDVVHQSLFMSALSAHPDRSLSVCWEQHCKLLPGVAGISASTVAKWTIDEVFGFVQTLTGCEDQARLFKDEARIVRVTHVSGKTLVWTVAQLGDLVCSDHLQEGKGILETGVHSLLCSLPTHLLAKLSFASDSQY
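L3MBTL1 (50 nM) pre-complexed 30 min with biotinylated H3(1-15)K9me1 peptide (75 nM), then compounds added for 30 min at room temperature; AlphaScreen streptavidin donor/nickel chelate acceptor beads (10 ug/mL final) read after 30 min dark incubation.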
HTT cytoprotect: protects HTT-Q103 PC12 cells, measured by ATP. 230,000 tested, 0.14% active. Potency, µM (highest dose often 56.4 µM), for the others: cytoprotection (ATP increase), hits mostly activators. PC12 HTT-Q103 induced, cytoprotection, ATP luminescence, 40 h;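 note: % of control where 0% means no effect; nearly all actives have a fitted effect of over 45% in size; toxic huntingtin expression switched on by the ecdysone agonist tebufenozide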
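Compounds were screened for protection of PC12 cells against cell death after tebufenozide induction (100 nM final) of mutant Huntingtin exon 1 (Q103) fused to GFP.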
Starred values were filed as active, the others as inactive; i = inactive; ? = inconclusive; / = not tested or not shown; & = joins results of further samples; [ ] = remark or other dose. Unless noted, calls come from the whole dose curve; as a rule, active = well fitted curve in the direction sought with a large enough effect; inconclusive = small, poorly fitted or top-dose-only effect, or another doubt; inactive = no such curve, though single readings can be large; an effect the other way counts as inactive or inconclusive. Potency is the fitted concentration of half-maximal effect.

Order of values – Tau FP inhib, TR SRC2 fluor cs, Tau fibril ThT, Tau fluor cs, TRb-SRC2 inh, RECQ1 helicase, L3MBTL1 inh, HTT cytoprotect
> COc1ccc(C2c3c(-c4ccccc4)n[nH]c3C(=O)N2c2ccc(C(=O)O)cc2)cc1 (configuration not stated)
    1%, -2%, -4%, 0%, 0%, -7%, 0%, 9%[10 µM]
> CCOC(=O)CCN1C(=O)[C@H]2[C@H]3[C@H](O)[C@H](O)C/C(=N/OC[C@@H](O)COCc4ccco4)[C@@H]3CC[C@@H]2C1=O
    -1%[11.6 µM], 2%[11.2 µM], 2%[11.5 µM], 0%[11.6 µM], 3%[11.2 µM], -2%[11.5 µM], /, -3%[10 µM]
> S=C(NCCc1ccccn1)Nc1ccccc1
    -4%, 0%, -4%, 2%, -4%, -4%, /, -19%
> C=CCN1C(=O)C(CC(=O)O)SC1=Nc1c(C)n(C)n(-c2ccccc2)c1=O (configuration not stated)
    6%, 0%, -20%, -5%, 3%, -8%, /, 15%[0.074 µM]
> O=C(COc1ccccc1/C=C1\SC(=O)NC1=O)Nc1ccccc1
    8%, -2%, 0%, 1%, 5%, i, /, -25%
> COc1ccc(N2CCN(CCCNC(=O)c3c(C)nn(-c4ccc(F)cc4)c3-n3cccc3)CC2)cc1
    4%, -3%, ?, -16%, -2%, /, /, /
> CCc1c(C)nc(N)nc1Cl
    -4%, 0%, /, -1%, 1%, -12%, /, 18%[10 µM]
> CCC(Sc1nc(N)c(NC(=O)c2ccc(OC)c(OC)c2)c(=O)[nH]1)C(=O)OC (configuration not stated)
    1%, -4%, -2%, 3%, 3%, -15%, 2%, -6%
> Cc1c(Cl)cccc1N(CC(=O)N1CCCCCC1)S(C)(=O)=O
    2%, -2%, 4%, 3%, -2%, -8%, 5%, -18%[10 µM]
> COc1ccc(OC)c(C(c2nnnn2C2CCCC2)N2CCN(c3ccccc3)CC2)c1 (configuration not stated)
    3%, -5%, -10%, -11%, 6%, -11%, -20%, 6%
> COc1ccc(NC(=O)CN(C)S(=O)(=O)c2cccc3nsnc23)cc1
    -4%&-4%, -3%&0%, -13%&-11%, -16%&-15%, 2%&-3%, -2%, /, ?
> Cc1ccc(C)c(Cn2c3ccccc3c3cnn(CC(=O)N4CCCCC4)c(=O)c32)c1
    -7%, -3%, 4%, 0%, 1%, /, /, /
> N#CC(C#N)=C1C=CC=CN1/C(=C\c1ccccc1Cl)C(=O)c1ccccc1
    ?, 12%, ?, ?, -6%, -11%, -2%, /
> CCCCN(CC)C(=O)c1cc2c(=O)n3cccc(C)c3nc2s1
    0%, -2%, -15%, -18%, 6%, /, /, /
> CCC(=O)NCCc1sc2nc(-c3ccc(OC)cc3)nn2c1C
    -7%, -1%, -10%, 4%, -9%, /, /, /
> NC1=NC2CS(=O)(=O)CC2S1 (configuration not stated)
    -15%, ?, 1%, -8%, -10%, -12%, 19%, -8%[1.9 µM]
> C=CCn1nc([N+](=O)[O-])nc1Sc1cccc2cccnc12
    0%, -1%, -11%, -10%, 1%, -1%, 28µM*, -72%[inhibitor][10 µM]
> Cc1ccc(C(C)C)c(OCCCN2CC(C)OC(C)C2)c1 (configuration not stated)
    8%, -1%, -4%, 1%, 5%, -3%, -4%, -18%[10 µM]
> CCN=C1SC(C(=O)Nc2cccc(Br)c2)CC(=O)N1CC (configuration not stated)
    -7%, -3%, -3%, -12%, -3%, -3%, 5%, /
> Cc1ccccc1CS(=O)(=O)CCC(=O)NCCN1CCN(c2cccc(Cl)c2)CC1
    2%, 1%, ?, -16%, -9%, i, -5%, -17%[0.074 µM]

Exported field by field: part of the list above
> COc1ccc(NC(=O)CN(C)S(=O)(=O)c2cccc3nsnc23)cc1
  Tau FP inhib: -4%&-4% | TR SRC2 fluor cs: -3%&0% | Tau fibril ThT: -13%&-11% | Tau fluor cs: -16%&-15% | TRb-SRC2 inh: 2%&-3% | RECQ1 helicase: -2% | L3MBTL1 inh: / | HTT cytoprotect: ?
> Cc1c(Cl)cccc1N(CC(=O)N1CCCCCC1)S(C)(=O)=O
  Tau FP inhib: 2% | TR SRC2 fluor cs: -2% | Tau fibril ThT: 4% | Tau fluor cs: 3% | TRb-SRC2 inh: -2% | RECQ1 helicase: -8% | L3MBTL1 inh: 5% | HTT cytoprotect: -18%[10 µM]
> CCC(Sc1nc(N)c(NC(=O)c2ccc(OC)c(OC)c2)c(=O)[nH]1)C(=O)OC (configuration not stated)
  Tau FP inhib: 1% | TR SRC2 fluor cs: -4% | Tau fibril ThT: -2% | Tau fluor cs: 3% | TRb-SRC2 inh: 3% | RECQ1 helicase: -15% | L3MBTL1 inh: 2% | HTT cytoprotect: -6%
> COc1ccc(OC)c(C(c2nnnn2C2CCCC2)N2CCN(c3ccccc3)CC2)c1 (configuration not stated)
  Tau FP inhib: 3% | TR SRC2 fluor cs: -5% | Tau fibril ThT: -10% | Tau fluor cs: -11% | TRb-SRC2 inh: 6% | RECQ1 helicase: -11% | L3MBTL1 inh: -20% | HTT cytoprotect: 6%

Continued:
Order of values – Tau FP inhib, TR SRC2 fluor cs, Tau fibril ThT, Tau fluor cs, TRb-SRC2 inh, RECQ1 helicase, L3MBTL1 inh, HTT cytoprotect
> CCOc1ccc(C2c3c(-c4ccc(C)cc4)n[nH]c3C(=O)N2c2ccc(Cl)cc2)cc1 (configuration not stated)
    ?, 0%, -10%, -25%, 5%, /, /, /
> CC1=CC(C)C2(COC(c3ccc[n+](C)c3)OC2)C(C)C1 (configuration not stated)
    5%, -1%[53 µM], 4%, -1%, 0%[53 µM], 10%, 57%[activator], 15%[10 µM]
> Cc1nn2c(C)c(C(=O)NCc3ccc(OC(C)C)cc3)cnc2c1-c1ccc(F)cc1
    9%, -6%, 0%, 7%, 0%, /, /, /
> CCc1ccc(OCCCSc2nc(-c3ccc(C(C)(C)C)cc3)nc3cc(=O)[nH]n23)cc1
    -7%, 1%, -13%, -6%, 0%, /, /, /
> C=CCCCCCCCCC(=O)Nc1ncccn1
    -5%, 1%, -2%, -5%, 6%, -9%, 4%, -4%[10 µM]
> Cc1ccccc1CNC(=O)c1ccccc1N
    4%, -5%, -14%, -11%, 0%, -13%, /, 8%
> COc1cc(OC)c2c(-c3cccc(-c4ccc(C(C)=O)cc4)c3)cc(=O)oc2c1
    -9%[81.3 µM], -1%, -14%[81.4 µM], ?, 9%, i, -1%, -239%[inhibitor]
> CC1(C)Cc2nc3sc4c(=O)n(CC(N)=O)cnc4c3cc2CO1
    -4%, 0%, -7%, -9%, -2%, i, 8%, -20%
> Cc1ccc(S(=O)(=O)N(C)CC(=O)N2CCCc3ccccc32)cc1
    0%, -1%, 5%, -4%, -12%, -7%, /, -6%
> OCCNCc1cc(Br)ccc1OCc1ccc(F)cc1
    -3%, 1%, 10%, 2%, -2%, i, -2%, -16%
> OC(c1cc(C(F)(F)F)nc2c(Cl)cc(Cl)cc12)C1CCCCN1 (configuration not stated)
    -12%, -1%, -3%, -18%, -9%, 13%, 1%, -12%[10 µM]
> CN(C)C(CNC(=O)c1cccc(S(=O)(=O)N2CC3(C)CC2CC(C)(C)C3)c1)c1ccco1 (configuration not stated)
    8%, 1%, -14%, -18%, 5%, i, -2%, 3%
> CC(=O)Nc1cccc(C(=O)Nc2ccccc2C(=O)O)c1
    -2%, -1%, 0%, 0%, -13%, -14%, 5%, -31%
> CNC(=O)c1cc2c(=O)n3cc(C)ccc3nc2n(Cc2ccco2)c1=N
    -7%, -16%, ?, -15%, -4%, -3%, -1%, -18%
> CC1=NNC(=O)C1CCC(=O)N/N=C/c1ccc(Cl)cc1 (configuration not stated)
    -17%, -1%, -3%, -5%, 3%, i, -4%, -4%
> Fc1ccccc1-c1nc(-c2ccccc2)oc1NC1CCCCC1
    5%, -1%, ?, 4%, 12%, -2%, /, 25%
> Cc1ccc(OCC(=O)N2CCCc3ccccc32)cc1
    -3%, 2%, -16%, -6%, 3%, -5%, -5%, -10%[10 µM]
> CCc1ccc(NC(=O)CCS(=O)(=O)c2cccc3nsnc23)cc1
    -11%, -1%, ?, -18%, 0%, -1%, /, 22%[10 µM]
> CCc1nc2ccccc2c(NC(=O)CN2CC(C)CC(C)C2)c1C (configuration not stated)
    -5%, 0%, -13%, -13%, -1%, 12%, /, -20%
> Nn1c(Cc2cccc3ccccc23)nnc1SCc1c(F)cccc1Cl
    1%, 1%, -11%, -3%, -10%, -6%, 6%, -3%[10 µM]

(list continues)
smiles,Tau FP inhib,TR SRC2 fluor cs,Tau fibril ThT,Tau fluor cs,TRb-SRC2 inh,RECQ1 helicase,L3MBTL1 inh,HTT cytoprotect
CCc1cccc2c(SC(C)C(=O)NCC3CCCO3)nc(-c3ccccc3)nc12 (configuration not stated),-6%,0%,-8%,-10%,1%,-4%,0%,34%[10 µM]
O=C(NCc1ccco1)c1ccc2c(c1)N(Cc1ccccc1)C(=O)CS2,-1%,-4%,?,-27%,-3%,-11%,/,3%
COc1cc(-c2nnc(SCC(=O)c3ccc(C)cc3)o2)cc(OC)c1OC,13%,-4%,-13%,-9%,-3%,0%,2%,8%[10 µM]
COc1ccc(C2CC(=O)N3CN(Cc4ccco4)CSC3=C2C#N)cc1 (configuration not stated),?,1%,25µM*,-23%,1%,-15%,-6%,-4%[0.074 µM]
Cc1ccc(/C=N/NC(=O)c2nn(C)cc2Cl)cc1,-3%,3%,-5%,1%,-6%,i,7%,/
COc1ccc(S(=O)(=O)N(C)CC(=O)NCc2cccnc2)cc1Cl,-1%,-1%,2%,2%,-16%,12%,/,20%
COC(=O)[C@@]1(Cc2ccccc2)[C@H]2c3cc(C(=O)N4CCCC4)n(Cc4cccc5ccccc45)c3C[C@H]2CN1C(=O)c1ccccc1,2%,5%,-17%,-4%,1%,i,/,20%

Screening data deposited in PubChem BioAssay by National Center for Advancing Translational Sciences (NCATS).

An excerpt (hit frequency here may not be typical).
